mouse EphA4 binding – inhibitors of EphA4 binding to KYL peptide, primary screen, biochemical, colorimetric, mouse EphA4 (AID 689); Ephrin type-A receptor 4 (Mus musculus); EphA4-AP binding to KYL peptide, pNPP A405; higher % means a stronger effect; inhibition, % at 10 µM; hits with a dose series show IC50 in µM; 62,000 tested, 0.1% active; in the data active = a potency from the dose series; inactive = the rest, 99 in 100 with inhibition below about 22%
The depositor's hits bear a star; & = joins results of further samples. The list is partial (hit frequency here may not be typical).

SMILES	mouse EphA4 binding
CCN(CC)C(=O)N1CCN(C(=O)c2ccc(C)cn2)CC1	6%
CCCc1ccc(OCc2nc(-c3ccc(NC(=O)c4ccco4)cc3)no2)cc1	14%
COc1ccc(C2CC(=O)C3=C(C2)Nc2ccccc2NC3c2ccc(F)c(F)c2)cc1 (configuration not stated)	-3%
COc1ccc(C=O)cc1COc1ccc(Cl)cc1[N+](=O)[O-]	-17%
O=C(CSc1nnnn1-c1ccc2c(c1)OCCO2)c1cccc2c1OCCO2	-11%
COC(=O)CSc1nnc(CNC(=O)c2ccco2)n1-c1ccc(F)cc1	13%
CC(=O)OCCCN1C(=O)c2ccc(S(=O)(=O)c3ccc4c(c3)C(=O)N(CCCOC(C)=O)C4=O)cc2C1=O	0%
O=S(=O)(Nc1ccc2c(c1)nc1n2CCOC1)c1ccc(Cl)cc1	-20%
O=C(O)CCN1CCc2ccccc21	-5%
Brc1ccccc1-c1nnc(CSc2nncn2-c2ccccc2)o1	16%
O=C(c1ccccc1Br)N1CCN(c2c(Cl)cccc2[N+](=O)[O-])CC1	-7%
CC(=O)COc1ccc2c(oc(=O)c3ccccc32)c1C	3%
CC(/C=N/n1c(C2CCCCC2)n[nH]c1=S)=C\c1ccccc1	-2%
COc1ccc(C(=O)Nc2ccc(C)cc2C)cc1OC	-4%
CCOC(=O)C1=C(C)NC2=C(C(=O)C(C(=O)OCC)C(c3ccccc3OC)C2)C1c1ccccn1 (configuration not stated)	-4%
Cc1ccc(CN2C(=O)C3CCCN3c3ccc(C#N)cc32)cc1 (configuration not stated)	-16%
COc1ccc(-n2nnc3c(SCC(=O)c4ccccc4)ncnc32)cc1	5%
Cc1cc(-n2c(C)cc(C(=O)COc3ccc4ccc(=O)oc4c3)c2C)no1	8%
O=C1Nc2ccccc2C(O)(C(=O)NCc2ccc3c(c2)OCO3)N1c1ccc(Cl)c(Cl)c1 (configuration not stated)	-8%
C/C(N)=C(/C#N)C(=O)CN1CCCCC1	-1%
CC1(C)CC(=O)C(C(C2=C(O)CC(C)(C)CC2=O)c2cccs2)C(=O)C1 (configuration not stated)	-21%
O=C1Nc2ccccc2C12OCCO2	-16%
CCc1cc(C(=O)OC)c(NC(=O)CCCC(=O)O)s1	-17%
O=C(Cn1nc(-c2cccc([N+](=O)[O-])c2)c2ccccc2c1=O)Nc1cccnc1	-8%
Cn1c(=O)oc2cc(S(=O)(=O)N3CCCC(C(=O)N4CC=C(c5ccccc5)CC4)C3)ccc21 (configuration not stated)	-1%
Cc1cc(C(=O)Nc2nnc(-c3ccccc3)s2)no1	2%
N#CC1=C(N)Oc2n[nH]c(-c3ccccn3)c2C1c1c(F)cccc1Cl (configuration not stated)	-15%
COc1ccc(C2/C(=C(/O)c3ccc(Cl)cc3)C(=O)C(=O)N2c2nccs2)cc1OC (configuration not stated)	-11%
CSC1=NCCN1C(=O)c1cccc(C(F)(F)F)c1	-10%
O=C(CN1C(=O)NC2(CCc3ccccc32)C1=O)Nc1cc(C(F)(F)F)ccc1N1CCOCC1 (configuration not stated)	-3%
Cc1ccc(C)c(NC(=S)NC2CC3CCC(C2)N3Cc2ccco2)c1 (configuration not stated)	2%
O=C1c2ccccc2C2(c3ccccc3)NCCN12 (configuration not stated)	-9%
c1cncc(Nc2nc(-c3ccncc3)cs2)c1	-6%
Cc1cccc(CN(C)CCc2ccccn2)c1	-6%
C=C(C)COc1ccc2oc(C)c(C(=O)OC)c2c1	1%
CCOc1ccccc1NC(=O)CN(c1ccc(C)cc1)S(=O)(=O)c1ccc(OC)c(OC)c1	-1%
O=C(O)C1CC(=O)N(Cc2cccs2)C1 (configuration not stated)	2%
O=C(c1ccc2nc(N3CCOCC3)sc2c1)N1CCN(C(=O)c2ccco2)CC1	-10%
Cc1nn(Cc2ccc(Cl)cc2)c(C)c1NC(=O)c1cc(-c2ccc3c(c2)OCO3)on1	-1%
CCN1CCCC1CNC(=O)c1cc2c(-c3ccc(Cl)cc3)nn(C)c2s1 (configuration not stated)	-1%
COc1ccc(N2C(=O)CSC23C(=O)N2c4c(cccc43)C(C)=CC2(C)C)cc1 (configuration not stated)	8%
Cc1ccsc1C(=O)OCC(=O)c1cc2ccccc2o1	-14%
NC(=O)c1oc2ccccc2c1NC(=O)c1nc2ccccc2s1	-6%
COc1ccc(NC(=O)CN(C)S(=O)(=O)c2cccc3cccnc23)cc1	-25%
O=C(COc1ccccc1)NCc1nnc(SCC(=O)Nc2nccs2)n1-c1ccccc1	0%
CCOC(=O)C1C(=O)C=C(c2ccc(Br)cc2)CC1c1ccco1 (configuration not stated)	-2%
CCC(=O)N1c2ccc(S(=O)(=O)CCC(=O)NCCC3=CCCCC3)cc2CC1C (configuration not stated)	-2%
COc1ccc(OC)c(/C(O)=C/C(=O)C(=O)Nc2cc(C)ccc2OC)c1	-5%
COc1ccccc1NC1=NC(C)(C)N=C(N)N1	-9%
CCCN(CCC)c1nc(NC2CCN(C(=O)OCC)CC2)nc(OC)n1	7%

Other records:
SMILES	mouse EphA4 binding
COC(=O)c1cccc(OCC(O)Cn2ccnc2)c1 (configuration not stated)	-1%
Cc1ccc(N2C(=O)/C(=C/c3ccc(F)cc3)SC2=S)cc1C	4%
CCN1CCN(CC(O)COc2ccc(C)c(C)c2)CC1 (configuration not stated)	-19%
CCOC(=O)C1CCN(C(C(=O)NC2CCCC2)c2ccc(C)cc2)CC1 (configuration not stated)	4%
Cc1ccc(-c2c3c(=O)n(C)c(=O)n(C)c3cn2-n2cnnc2)cc1	2%
O=C(Nc1nccs1)c1cc2c(s1)CCCCC2	-6%
COC(=O)c1c(C)oc2cc(Br)c(OCC(=O)OC(C)(C)C)cc12	-11%
COc1ccc(/C=C/C(=O)N2CCCCCC2)cc1Br	-9%
CCOC(=O)c1cnn(-c2nc(-c3ccc(C)cc3)cs2)c1C(F)(F)F	-6%
COCCNC(=O)c1cc(-c2ccc3c(c2)OCO3)on1	-3%
CCOc1cc(OCC)cc(C(=O)Nc2cc(C)ccn2)c1	11%
Cc1oc(-c2ccccc2F)nc1CS(=O)(=O)CC(=O)NCCN(C)C1CCCCC1	-5%
Nc1cc(NCCCO)ccc1[N+](=O)[O-]	1%
CCOC(=O)N1CCC(n2c(SCC(=O)NCc3ccccc3)nc3ccccc3c2=O)CC1	-1%
CC1(c2ccc3noc(-c4ccc(F)cc4)c3c2)OCCO1	0%
COc1ccc(Cl)cc1S(=O)(=O)N1CCN=C1C	-6%
CC[C@H](C)[C@H](NS(=O)(=O)c1ccc(C)cc1)C(=O)N1CCC(C(=O)N[C@H](C(=O)O)C(C)C)CC1	-2%
C=CCn1c(SCc2c(C)noc2C)nc2ccccc2c1=O	0%
CCOC(=O)C1CCCN(c2cc(=O)n(Cc3ccc(F)cc3)c(=O)[nH]2)C1 (configuration not stated)	-6%
Cc1ccc(-c2noc(CCC(=O)NCCCN3CCN(c4cccc(Cl)c4)CC3)n2)cc1	6%
O=C(CCCCCn1c(=O)[nH]c2ccsc2c1=O)NCc1ccc2c(c1)OCO2	-8%
Cc1onc(-c2c(F)cccc2Cl)c1C(=O)N1C=CC(C(F)(F)F)=NCC1	-31%
Cc1cc(C)n2nc(SCc3cc(=O)oc4ccc5ccccc5c34)nc2n1	10%
CCOCCCn1c(=N)c(C(=O)NCc2ccc3c(c2)OCO3)cc2c(=O)n3ccccc3nc21	-7%
CN(C(=S)Nc1ccc(F)cc1)C1(c2ccccc2Cl)CCCCC1=O (configuration not stated)	-9%
C=CCNc1oc(/C=C/c2ccccc2)nc1C#N	-7%
Cc1ccccc1-n1c(SCC(=O)c2cc(C)n(C)c2C)nnc1-c1ccncc1	-11%
O=C(O)c1cccc(OCc2ccccc2Cl)c1	-3%
CN1C(=O)/C(=C\c2cc(N=Nc3ccccc3)ccc2O)SC1=S	1%
CCOC(=O)C1CCN(c2c(NCc3ccc(C(=O)NC(C)CC)cc3)c(=O)c2=O)CC1 (configuration not stated)	-15%

Of the compounds above, these have bromine:
SMILES	mouse EphA4 binding
Brc1ccccc1-c1nnc(CSc2nncn2-c2ccccc2)o1	16%
O=C(c1ccccc1Br)N1CCN(c2c(Cl)cccc2[N+](=O)[O-])CC1	-7%
CCOC(=O)C1C(=O)C=C(c2ccc(Br)cc2)CC1c1ccco1 (configuration not stated)	-2%
COC(=O)c1c(C)oc2cc(Br)c(OCC(=O)OC(C)(C)C)cc12	-11%
COc1ccc(/C=C/C(=O)N2CCCCCC2)cc1Br	-9%

Returning to the listing, repeating the three entries before the break.
SMILES	mouse EphA4 binding
O=C(O)c1cccc(OCc2ccccc2Cl)c1	-3%
CN1C(=O)/C(=C\c2cc(N=Nc3ccccc3)ccc2O)SC1=S	1%
CCOC(=O)C1CCN(c2c(NCc3ccc(C(=O)NC(C)CC)cc3)c(=O)c2=O)CC1 (configuration not stated)	-15%
Cc1onc(-c2ccccc2Cl)c1C(=O)Nc1ccc(F)c(F)c1	-7%
CCOc1ccc2cc(C(=O)c3ccccc3)c(=O)oc2c1	-2%
COc1ccc(N2CCN(C(=O)CSc3nc4c(c(=O)n(C)c(=O)n4C)n3C(C)C)CC2)cc1	-20%
C=CCSc1nc2ccccc2n1Cc1nnc(-c2cccs2)o1	35%
CCCC(=O)Nc1ccc(NC(=O)c2cccc(OC)c2)nc1	-9%
COc1ccc(C(=O)N2CCN=C2c2ccccc2)cc1OC	-18%&0%
O=[N+]([O-])c1ccc(-c2nc(Cc3c(F)cccc3Cl)no2)cc1	1%
O=C(O)CCC(=O)N1CCc2cc(S(=O)(=O)NC3CCCC3)ccc21	-1%
CCN(CCCNC(=O)C1CCC(=O)N1C(C)C)c1cccc(C)c1 (configuration not stated)	-1%
N#Cc1ccc(-c2ccccc2)nc1Sc1ccc(F)cc1	-1%
O=C(NCCN1CCOCC1)c1ccc2c(c1)ncn2C1CCCCC1	-3%
Cc1ccc(C2/C(=C(/O)c3ccc(Cl)cc3)C(=O)C(=O)N2CC2CCCO2)o1 (configuration not stated)	-11%
O=C(COC(=O)Cc1ccc(S(=O)(=O)N2CCOCC2)s1)NCc1ccccc1	2%
COc1ccc(CC(=O)NC(=S)Nc2ccc(S(=O)(=O)NC(C)(C)C)cc2)cc1	-8%
CC1=[N+]([O-])C(C)(C)C(c2ccco2)=[N+]1[O-]	9%
COc1ccc(C2Nc3ccccc3NC3=C2C(=O)CC(c2ccc(Cl)cc2)C3)cc1OC (configuration not stated)	2%
Cc1ccccc1C(=O)N1CCc2ccccc2C1	5%
Cc1cc(C)n(C(=O)CNC(=O)Cc2ccccc2)n1	-5%
CCC1SC2=NC(C)=C(C(=O)OCCOC)C(c3ccc(C(=O)OC)cc3)N2C1=O (configuration not stated)	-8%
O=C(COC(=O)c1ccccc1Nc1cccc(C(F)(F)F)c1)NCc1ccco1	17%

Some of these compounds in order of the mouse EphA4 binding value, falling:
| compound | mouse EphA4 binding |
| --- | --- |
| O=C(COC(=O)c1ccccc1Nc1cccc(C(F)(F)F)c1)NCc1ccco1 | 17% |
| O=C(COC(=O)Cc1ccc(S(=O)(=O)N2CCOCC2)s1)NCc1ccccc1 | 2% |
| Cc1cc(C)n(C(=O)CNC(=O)Cc2ccccc2)n1 | -5% |
| CCC1SC2=NC(C)=C(C(=O)OCCOC)C(c3ccc(C(=O)OC)cc3)N2C1=O (configuration not stated) | -8% |

Next records follow.
SMILES	mouse EphA4 binding
Cc1ccc(N2C(=O)N(CC(=O)NC(c3ccccc3)c3ccccc3)C(=O)C2C)cc1 (configuration not stated)	3%
CCOC(=O)C1CCCN(C(=O)CSCc2ccccc2)C1 (configuration not stated)	-14%
O=C(Nc1cc(C(F)(F)F)cc(C(F)(F)F)c1)c1ccc(Cn2cc(C(F)(F)F)ccc2=O)cc1	2%
CCNc1ccc(Br)cc(C(=O)/C=C/c2ccc3c(c2)OCO3)c1=O	5.2µM*
O=C(/C=C/c1ccccc1)NC(NC(=S)Nc1cccc(Cl)c1)C(Cl)(Cl)Cl (configuration not stated)	-3%
Cc1c(C#N)c2ccccc2n1CCOc1ccccc1F	-7%
CC(C)C(CCN1C(=O)c2ccccc2C1=O)c1ccco1 (configuration not stated)	-10%
CC(=O)c1ccc(OCC(C)C)c(CN2CCCCC2)c1	3%
CC(=O)Nc1ccc(C(=O)Nc2ccc(S(=O)(=O)NCC3CCCO3)cc2)cc1 (configuration not stated)	-9%
CCOC(=O)c1sc(C)c2c(=O)n(Cc3ccc(Cl)cc3)c(C)nc12	-4%

Structures listed above shown as hits in mouse EphA4 binding.
SMILES	mouse EphA4 binding
CCNc1ccc(Br)cc(C(=O)/C=C/c2ccc3c(c2)OCO3)c1=O	5.2µM*

Remaining list, next part
SMILES	mouse EphA4 binding
O=C1CC(SCc2nc3ccccc3[nH]2)C(=O)N1c1ccc(Cl)cc1 (configuration not stated)	-7%
Cc1ccc(S(=O)(=O)N(CC(=O)NCCSc2ccccn2)c2cc(C)cc(C)c2)cc1	-15%
COCC(C)n1c(C)cc(C(=O)COC(=O)c2nc3nc(C)cc(C)n3n2)c1C (configuration not stated)	-19%
COc1ccc(Cl)cc1NC(=O)C1=C(C)NC(=O)NC1c1ccccc1F (configuration not stated)	-3%
C=CCNC(=O)C(=O)Nc1cc(C)cc(C)c1	-6%
CCCn1c(N)c(C(=O)COC(=O)c2c(C)noc2C)c(=O)n(C)c1=O	-6%
CC(C)c1ccc(NC(=O)C(c2ccccc2)N2CCN(C(=O)c3ccco3)CC2)cc1 (configuration not stated)	-2%
CN(CCNC(=O)C1CC(=O)N(c2ccc(F)c(Cl)c2)C1)Cc1ccccc1 (configuration not stated)	0%
Cc1cc(Br)ccc1NC(=O)CNC(=O)CN1C(=O)NC2(CCCCCC2)C1=O	-5%
CCOC(=O)N1CCN(c2c(NCc3ccccc3OC)c(=O)c2=O)CC1	-3%

Screens: PubChem BioAssay, Sanford-Burnham Center for Chemical Genomics
